# DENV2 CPE rescue: inhibitors of DENV2 cytopathic effect, primary screen, cell-based, plate reader, single concentration; DENV2-infected cells, cytopathic effect rescue; CPE inhibition, % at 9.99 µM; actives 1.7% (n = 350,000); in the data active = CPE inhibition above about 20%, passing the limit was not always enough; inconclusive = no clear call, values can overlap the other calls; tested in BHK-21 cells;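 also: 0% = median of neutral control wells and 100% = median of positive control wells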
# E-sel inducer: E-selectin induction in HUVECs, primary screen, imaging, HUVEC, immunofluorescence imaging, single point | activation, % at 7.58 µM | actives 0.37% (n = 260,000) | normalized: neutral wells 0, TNF-alpha wells 100;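 active = mean E-selectin-positive cell signal at least 10% of the positive control, reached in at least 60% of replicates, without over 20% cell loss; inconclusive = no rule given, readout overlaps actives, possibly toxicity-flagged; inactive = the rest, including those meeting only one limit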;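 also: in these data hits start at about 27%; measured in HUVEC primary endothelial cells; signal is the percent of cells scored E-selectin positive by PE staining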
#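 Material: HUVEC primary endothelial cells; Amount: 3,000 cells per well; Dosing: single concentration; Medium: EGM-2 growth medium on 0.1% gelatin-coated wells; Read-out basis: percent E-selectin-positive cells; Signal: immunofluorescence imaging; Control set: TNF-alpha, DMSO.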
# XiGFP reactiv: activators of inactive X chromosome reactivation, primary screen, imaging, XiGFP fibroblasts, GFP high-content imaging, set 2 | activation, % at 7.58 µM | XiGFP mouse fibroblasts, % GFP-positive cells imaging, 3 d; cells co-treated with 5-aza-dC sensitizer; scaled so ellipticine positive control = 100% | actives 0.055% (n = 360,000);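 active = mean normalized replicate activation at least 10% and every replicate at or above 10%; inconclusive = only one of the two criteria met; inactive = mean below 10% and not all replicates reach 10%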;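 also: 0% = median of on-plate neutral control wells and 100% = ellipticine 6 µM median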
#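 assay system = SV40-immortalized XiGFP fibroblast cells, line 68-5-11 | buffer or medium = DMEM plus 5-aza-dC sensitizer | doses = single-point pinned compound dosing | times = 3-day compound exposure, then 15 min fixation at room temperature | benchmarks = positive control ellipticine, 6 µM final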
# GSIS activator: GLuc luminescence reporter in INS-1E cells, primary screen for activators of glucose-dependent secretion of insulin; INS-1E GLuc reporter insulin secretion, 2-3 h; activation, % at 16.6 µM; actives 0.61% (n = 370,000); AID 743287, 2014;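 active = lowest replicate activation of at least 40%, so every replicate reaches that level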;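 also: 0% = median of neutral control wells and 100% = median of IBMX positive control wells; some compounds called inactive have numbers as strong as hits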
# Casp6 inh: human caspase-6 inhibitors, primary screen, biochemical, VEID-R110 fluorescence, single point, set 2. P55212. purified caspase-6, Z-VEID-R110 cleavage fluorescence. inhibition, % at 12.5 µM. actives 0.53% (n = 350,000). AID 686996, 2013;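 active = mean inhibition across replicates at least about 35%, with every replicate also reaching that limit, limit read from the data; inconclusive = only one of the two criteria met; inactive = neither criterion met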;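 also: 0% = median of neutral control wells and 100% = no fluorescence left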
# Target sequence (P55212 24-179 limits assumed): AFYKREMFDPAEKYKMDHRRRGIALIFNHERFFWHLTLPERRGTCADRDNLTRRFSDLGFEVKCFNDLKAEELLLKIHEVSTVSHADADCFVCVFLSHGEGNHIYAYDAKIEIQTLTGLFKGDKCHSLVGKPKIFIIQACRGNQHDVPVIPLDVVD
# Target sequence (P55212 194-293 limits assumed): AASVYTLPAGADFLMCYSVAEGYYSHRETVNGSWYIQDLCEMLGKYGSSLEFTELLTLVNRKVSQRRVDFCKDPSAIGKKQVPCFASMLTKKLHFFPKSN
# RAD52 anneal inh: RAD52 DNA annealing inhibitors, primary screen, biochemical, FRET, single point, set 2 | recombinant RAD52 DNA annealing, FRET fluorescence | DNA repair protein RAD52 homolog (Homo sapiens), P43351 | inhibition, % at 18.7 µM | AID 651710, 2012 | actives 0.46% (n = 360,000);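 active = every replicate showing at least 50% inhibition; inconclusive = mean inhibition at least 50% but not in every replicate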
# CFTR F508del cor: F508del CFTR correction, initial screen, CFBE line, single point; activity (quench increase), % at 7.58 µM; CFBE cells, YFP halide quenching; stimulated with forskolin plus potentiator P3; % fluorescence drop versus neutral controls; actives 0.36% (n = 350,000);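 active = mean added fluorescence quench of at least 8% versus neutral control, with both replicates also reaching 8%; inconclusive = only one of the mean or replicate conditions met; inactive = mean below 8% and not both replicates reaching 8%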;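 also: cells transiently co-express mutant CFTR-F508del with the halide-sensitive YFP; corrector assay measuring rescue of mutant channel to the surface after 24 h compound exposure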
# RAD54 branch: inhibitors of human RAD54 branch migration, primary screen, biochemical, fluorescence, single point; DNA repair and recombination protein RAD54-like (Homo sapiens), Q92698; RAD54 Holliday junction branch migration, FAM/BHQ fluorescence; inhibition, % at 10.4 µM; actives 0.14% (n = 360,000); AID 602329, 2012;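 active = mean normalized replicate activity at least 40 and at least half of replicates scoring 40 or more; inconclusive = only one of the two criteria met; inactive = mean below 40 and under half of replicates reaching 40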;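 also: 0% = median of neutral control wells and 100% = median of positive control wells; inhibitors cause a drop in the FAM fluorescence signal; in these data hits start at about 50%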
# Target sequence (Q92698 whole entry, looked up): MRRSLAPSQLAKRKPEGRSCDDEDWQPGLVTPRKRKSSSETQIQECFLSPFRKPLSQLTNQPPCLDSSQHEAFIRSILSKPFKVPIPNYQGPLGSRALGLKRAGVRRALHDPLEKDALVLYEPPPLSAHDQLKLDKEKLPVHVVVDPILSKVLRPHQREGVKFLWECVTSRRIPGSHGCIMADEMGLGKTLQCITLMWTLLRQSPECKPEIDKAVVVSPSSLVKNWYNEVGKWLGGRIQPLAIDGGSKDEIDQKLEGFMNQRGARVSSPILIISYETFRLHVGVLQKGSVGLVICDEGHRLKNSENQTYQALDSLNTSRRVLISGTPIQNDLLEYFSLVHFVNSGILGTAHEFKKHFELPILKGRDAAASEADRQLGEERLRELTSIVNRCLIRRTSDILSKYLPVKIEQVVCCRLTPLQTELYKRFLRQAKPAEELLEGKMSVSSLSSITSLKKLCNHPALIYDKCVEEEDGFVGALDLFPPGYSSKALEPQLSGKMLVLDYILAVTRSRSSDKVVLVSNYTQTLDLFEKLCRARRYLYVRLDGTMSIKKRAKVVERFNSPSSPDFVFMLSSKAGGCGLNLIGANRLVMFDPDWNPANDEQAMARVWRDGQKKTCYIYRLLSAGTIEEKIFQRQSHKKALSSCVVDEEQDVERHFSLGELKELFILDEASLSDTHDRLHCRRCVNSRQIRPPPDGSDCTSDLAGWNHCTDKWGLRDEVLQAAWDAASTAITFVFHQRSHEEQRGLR
# An asterisk follows results filed as active; ? = inconclusive; / = not tested or not shown.
SMILES,DENV2 CPE rescue,E-sel inducer,XiGFP reactiv,GSIS activator,Casp6 inh,RAD52 anneal inh,CFTR F508del cor,RAD54 branch
NC(=S)N/N=C/c1coc2ccc(Br)cc2c1=O,4,0.4,0.0,/,-2,-7,-0.2,7
O=C(NCC1CCCO1)c1cc2c([nH]c3ccccc32)c(-c2cccc(Br)c2)n1 (configuration not stated),-5,/,/,7,-1,-27,0.8,-5
COc1ccc(NC(=O)c2cc(C3CCCCN3S(=O)(=O)c3ccccc3)on2)c(C)c1 (configuration not stated),3,-0.1,0.0,2,-1,0,-2.4,3
CSc1ccc(S(=O)(=O)N(CC(=O)NN=C2CCN(C)CC2)c2ccc(C)cc2)cc1,10,/,0.4,36,1,-15,/,1
C[C@@H]1CN([C@@H](C)CO)C(=O)c2cc(N(C)C)ccc2O[C@@H](C)CCCCO[C@@H]1CN(C)C(=O)Nc1cccc2ccccc12,0,-0.1,0.1,4,0,33,-3.0,-2
O=C(NC1CCCC1)C(c1cccnc1)N(Cc1ccccc1F)C(=O)c1csnn1 (configuration not stated),1,/,0.0,4,0,-13,-1.1,-2
CCc1ccc(OCC(=O)NNC(=O)c2cc(S(=O)(=O)N3CCOCC3)ccc2N2CCCC2)cc1,9,/,0.0,-15,2,-4,0.7,9
COCCN(C(=O)/C=C/c1cccc([N+](=O)[O-])c1)c1c(N)n(Cc2ccccc2)c(=O)[nH]c1=O,8,2.9,0.2,-6,1,2,-0.1,3
Cc1cccc(NC(=O)c2cnn(C)c2)c1C,5,-0.2,0.1,47,-3,-4,/,/
CCOc1cc2[nH]c(=S)n(Cc3ccc(C(=O)NCCCN(CC)CC)cc3)c(=O)c2cc1OCC,9,0.0,0.0,-4,-20,67*,-1.3,51*
C[C@H]1CN([C@@H](C)CO)C(=O)c2cc(C#CCN(C)C)cnc2O[C@H]1CN(C)Cc1ccccc1,5,0.3,-1.0,11,-2,-6,-2.7,-7
C[C@@H]1CN([C@@H](C)CO)C(=O)c2cccc(NS(C)(=O)=O)c2O[C@@H]1CN(C)C,-2,-1.1,0.0,6,-1,2,-0.7,-8
Cc1cc(C(=O)N2CCCc3ccccc32)ccc1[N+](=O)[O-],-4,/,0.0,6,-2,-14,2.1,5
O=C(c1cccnc1)N1N=C2CCCCCC2C1(O)C(F)(F)F (configuration not stated),-2,/,0.0,15,1,2,2.9,/
C[C@@H]1CN([C@H](C)CO)C(=O)c2cccc(NC(=O)c3ccncc3)c2O[C@H]1CN(C)Cc1ccncc1,-3,-0.3,-0.7,27,-2,-9,-0.2,-7
O=C(Nc1ccc2c(c1)[C@H]1C[C@H](CC(=O)N3CCCCC3)O[C@@H](CO)[C@H]1O2)c1ccc2c(c1)OCO2,1,0.1,-0.1,6,-2,-10,-1.7,9
C[C@@H]1CN([C@@H](C)CO)C(=O)c2c(c3ccccc3n2C)-c2ccccc2CO[C@H]1CN(C)S(=O)(=O)Cc1ccccc1,-2,-0.4,-1.0,-16,-2,21,1.0,-16
O=C(CSc1cn(Cc2ccccc2)c2ccccc12)Nc1nccs1,1,0.9,0.1,/,-1,0,3.2,4
CCCc1nnc(NC(=O)CCC(=O)N2CCN(Cc3ccc(F)cc3)CC2)s1,7,0.0,0.0,6,2,2,2.1,-14
COCC(=O)N(C)C[C@@H]1Oc2ncc(-c3ccc(C)cc3)cc2C(=O)N([C@H](C)CO)C[C@@H]1C,3,14,-0.6,13,-4,4,-1.0,-2

# Of the compounds above, 2 have an aryl thioether with sulfur outside any ring.
SMILES,DENV2 CPE rescue,E-sel inducer,XiGFP reactiv,GSIS activator,Casp6 inh,RAD52 anneal inh,CFTR F508del cor,RAD54 branch
CSc1ccc(S(=O)(=O)N(CC(=O)NN=C2CCN(C)CC2)c2ccc(C)cc2)cc1,10,/,0.4,36,1,-15,/,1
O=C(CSc1cn(Cc2ccccc2)c2ccccc12)Nc1nccs1,1,0.9,0.1,/,-1,0,3.2,4

# Further compounds
SMILES,DENV2 CPE rescue,E-sel inducer,XiGFP reactiv,GSIS activator,Casp6 inh,RAD52 anneal inh,CFTR F508del cor,RAD54 branch
COc1ccc(/C=C(\NC(=O)c2ccccc2)C(=O)NCc2ccco2)cc1,-6,/,0.0,4,/,3,0.2,-6
COc1ccccc1CNCc1cc(=O)oc2c(C)c(C)ccc12,13,-0.1,0.0,3,1,-13,1.7,12
O=C(NCCO)C(=O)Nc1cc2c3c(c1)CCN3C(=O)CC2,-6,-0.1,0.1,17,-2,2,0.3,-7
CCC(Cc1ccccc1)NS(=O)(=O)c1ccc2c(c1)NC(=O)C(C)S2 (configuration not stated),-1,/,0.1,-32,4,-18,-4.1,-2
CCn1c(C)c(C2=CCN(S(=O)(=O)c3ccccc3)CC2)c2ccccc21,/,0.3,0.0,-11,/,/,/,-3
O=C(NC1CC1)C1CCN(C2CCN(C(=O)/C=C/c3ccc(F)cc3)CC2)CC1,7,16,0.1,1,4,-14,-3.0,11
O=C(N/N=C/c1cccnc1)c1ccc(NC(=O)c2ccc(F)cc2)cc1,?,/,0.0,7,-1,-8,-0.8,-6
CC(C)C#Cc1ccc([C@@H]2[C@@H](C#N)N(C(=O)CN(C)C)[C@H]2CO)cc1,-11,-0.4,0.3,-8,-9,-29,-0.8,0
C[C@@H]1CN([C@@H](C)CO)C(=O)c2cccc(NS(=O)(=O)c3ccc(F)cc3)c2O[C@H]1CN(C)Cc1ccncc1,1,0.9,0.0,6,-1,10,-1.8,1
NC(=S)Cc1nc(-c2ccc(Cl)cc2)cs1,-4,/,0.0,-10,-1,-9,-0.5,/
Cc1cccc(-c2onc3ccc(C(=O)/C=C/N(C)C)cc23)c1,6,-0.3,0.0,-9,2,-55,-0.2,/
O=C(Nc1ccc(N2CCCC2)c(Cl)c1)c1ccc([N+](=O)[O-])o1,1,-0.2,0.0,-14,5,-2,0.1,/
COc1ccc(CN(C)C[C@H]2OCCCC[C@@H](C)Oc3ccc(NC(=O)Nc4ccccc4)cc3C(=O)N([C@@H](C)CO)C[C@@H]2C)cc1,-8,-0.1,0.4,-19,/,/,-0.6,-8
C[C@@H](O)C#Cc1ccc2c(c1)O[C@H](CN(C)Cc1ccc(-c3ccccc3)cc1)[C@@H](C)CN([C@@H](C)CO)S2(=O)=O,-1,-0.1,-0.7,-7,0,-3,-2.2,-16
CCOC(=O)C1CCN(S(=O)(=O)c2ccc(C(=O)OC)cc2)CC1,10,/,/,-1,2,-15,1.1,10
O=C(O)CN1CCN(CC(=O)O)CCN(CC(=O)O)CCN(CC(=O)O)CC1,-4,-0.1,0.0,/,/,-14,-2.3,2
COc1ccc(N2CCN(C(CNC(=O)CC(C)(C)C)c3ccc4c(c3)OCO4)CC2)cc1 (configuration not stated),-8,/,0.0,-58,-2,-4,-0.1,3
Cc1cccc(C)c1N(C(=O)c1ccco1)C(C(=O)NC1CCCC1)c1ccncc1 (configuration not stated),4,/,0.3,-10,2,-7,0.1,/
Fc1ccc(NC(=S)NCc2ccc3c(c2)OCO3)cc1,4,-0.9,0.0,8,-3,-14,/,/
COC(=O)CNC(=O)c1ccccc1,?,/,/,0,-1,-12,1.4,1
CCCCc1nnc(NC(=O)c2ccc(S(=O)(=O)N3CCOCC3)cc2)s1,-2,/,0.0,-14,0,-6,-0.2,20
CCC(=O)Nc1ccc2c(c1)OC[C@H](C)N(C(=O)CC1CC1)C[C@H](C)[C@H](OC)CN(C)C2=O,-10,-0.1,0.5,6,1,5,-0.3,-11
Cc1ccc2nc(SCC(=O)Nc3cc(C)on3)c(C)cc2c1,20,/,-0.1,44,3,-3,0.9,/
COc1ccc(Br)cc1S(=O)(=O)NCCN1CCOCC1,4,/,0.0,21,-2,7,1.6,/
C[C@H]1CN([C@@H](C)CO)C(=O)c2cc(NC(=O)Nc3ccc4c(c3)OCO4)ccc2O[C@H]1CN(C)CC1CCCCC1,-11,-7.3,0.0,-9,4,10,-0.5,2
CN1C(=O)c2cc(NC(=O)Nc3ccccc3Cl)ccc2OC[C@@H]2O[C@@H](CC(=O)NCCCN3CCOCC3)CC[C@@H]21,1,0.6,0.2,15,-23,14,/,5
C[C@@H]1CN([C@@H](C)CO)C(=O)c2cc(NS(=O)(=O)c3ccc(Cl)cc3)ccc2O[C@H]1CN(C)Cc1ccc(Cl)c(Cl)c1,0,-0.6,-0.4,-10,/,-27,2.6,-1
Cc1c(Cl)cc(C(C)C)c(O)c1CN1CCOCC1,3,1.3,0.0,-1,-2,-3,-1.7,/
COc1ccc(-c2cc(C(F)(F)F)n3nc(C(=O)NCCCN4CCOCC4)cc3n2)cc1,/,/,0.1,-10,-1,10,-5.3,/
C[C@@H]1CCCCO[C@H](CN(C)C(=O)Cc2ccccc2)[C@@H](C)CN([C@@H](C)CO)C(=O)c2cc(NC(=O)Nc3ccc(C(F)(F)F)cc3)ccc2O1,?,0.9,0.1,6,-2,-5,1.3,-2
O=C(C[C@@H]1CC[C@@H]2[C@H](COC[C@H](O)CN2C(=O)c2cccnc2)O1)Nc1ccc(-c2ccccc2)cc1,-4,0.6,0.1,10,/,/,4.5,11
CN(C)C(=O)c1ccc(-c2ccc3c(c2)[C@@H]2[C@@H](CCN2C(=O)C2CCCCC2)[C@@H](CO)N3C)cc1,-8,-0.1,0.0,-9,-1,3,-0.6,/
CCC(C)N(C(=O)Cn1nnc(-c2ccc(Cl)cc2)n1)C1CCS(=O)(=O)C1 (configuration not stated),0,/,0.3,36,2,-5,-1.7,-9
Cc1noc(C)c1C(=O)OCC(=O)N(C)C1(C#N)CCCCC1,5,0.3,0.0,24,-4,-7,-2.4,-3
COc1ccc(C(CNC(=O)C(C)Oc2ccc(Br)cc2)N2CCOCC2)cc1 (configuration not stated),?,0.0,-0.1,-47,-210,15,3.8,-10
O=C(CN1C(=O)NC2(CCCC2)C1=O)OCc1ccccc1F,-5,/,0.3,9,0,14,1.8,-3
CC(C)(CCl)C(=O)Nc1ccc(C(F)(F)F)cc1,-3,/,0.0,15,1,-8,-0.3,-8
CSC(=S)N(C)C1CCS(=O)(=O)C1 (configuration not stated),/,0.0,0.0,2,/,/,/,-14
Cc1ccc(S(=O)(=O)NC(CC(C)C)C(=O)N2CCC(C)CC2)cc1 (configuration not stated),3,0.6,0.3,1,0,-5,-0.3,1
O=C(CCN1CCCCC1)NCC[C@@H]1CC[C@@H](NC(=O)C2CCCCC2)[C@H](CO)O1,-3,0.0,0.4,27,-8,3,-2.0,/

# Part of the list above in another layout.
molecule | DENV2 CPE rescue | E-sel inducer | XiGFP reactiv | GSIS activator | Casp6 inh | RAD52 anneal inh | CFTR F508del cor | RAD54 branch
CSC(=S)N(C)C1CCS(=O)(=O)C1 (configuration not stated) | / | 0.0 | 0.0 | 2 | / | / | / | -14
Cc1ccc(S(=O)(=O)NC(CC(C)C)C(=O)N2CCC(C)CC2)cc1 (configuration not stated) | 3 | 0.6 | 0.3 | 1 | 0 | -5 | -0.3 | 1

# Assay outcomes: PubChem, Broad Institute
